# Compound activity: PubChem, several laboratories
# PP1 inh: blocks human PP1-alpha phosphatase, a PP5 counter-screen; P62136; purified PP1alpha, OMFP fluorescence; inhibition, % at 6.7 µM; 320,000 tested, 0.9% active; AID 2235;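 active = inhibition above the mean inhibition of all tested compounds plus 3 SD, computed separately for each screening campaign, cut at about 15% in these data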
# Target sequence (P62136 whole entry, looked up): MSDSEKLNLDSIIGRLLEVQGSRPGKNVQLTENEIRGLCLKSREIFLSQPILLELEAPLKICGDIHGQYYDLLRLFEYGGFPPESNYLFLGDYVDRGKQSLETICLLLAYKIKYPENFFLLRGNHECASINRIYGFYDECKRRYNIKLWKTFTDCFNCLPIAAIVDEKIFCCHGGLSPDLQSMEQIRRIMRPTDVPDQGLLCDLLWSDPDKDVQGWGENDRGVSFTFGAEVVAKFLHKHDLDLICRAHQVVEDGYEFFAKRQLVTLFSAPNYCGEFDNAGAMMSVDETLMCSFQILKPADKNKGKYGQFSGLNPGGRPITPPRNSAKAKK
# JMJD2C inh: inhibitors of human GASC-1 (JMJD2C) demethylase; Q9H3R0; GST-JMJD2C(1-420) H3K9me3 demethylation, DELFIA europium; inhibition, % at 2.35 µM; 330,000 tested, 0.069% active;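 active = more than half of a compound's replicate wells show inhibition beyond 50%, single wells judged on their own value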;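 note: signal counts dimethyl H3K9 product captured on neutravidin plate; 0% = median of DMSO wells and 100% = 0.3 times that DMSO median; strong numbers were not always called active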
# ZTA counter: blocks Epstein-Barr virus ZTA, an EBNA-1 counter-screen. ZTA-DNA binding, fluorescence polarization. P03206. inhibition, % at 11 µM. 320,000 tested, 0.15% active; in the data active = inhibition above about 33%
# EBNA-1 inhibitor: blocks EBNA-1 binding to DNA; EBNA-1 DNA binding, fluorescence polarization; inhibition, % at 14.8 µM; 300,000 tested, 0.34% active; in the data active = inhibition above about 28%
# Fh CTSL1 inh: cathepsin L1 inhibition, PFM18AAP counter-screen | recombinant F. hepatica cathepsin L1, Z-Leu-Arg-MCA fluorescence | inhibition, % at 5.96 µM | 300,000 tested, 0.49% active | AID 1906;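 active = inhibition above the mean of all tested compounds plus 3 SD, set per screening campaign, cut at about 17% in these data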;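 note: 0% = plate median of test compound wells and 100% = 1 µM Z-Phe-Ala-diazomethylketone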
# CR mimetic SO: yeast age-related superoxide inhibition as caloric restriction mimetic; superoxide response (% of plate mean), % at 10 µM; 330,000 tested, 0.18% active; S. cerevisiae aged cells, superoxide DHE fluorescence; hits give low values; AID 2690;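 active = superoxide response under a set limit, about three screen SD below normal, cut at about 65% in these data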;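 note: yeast aged for seven days with compound at 30 °C before DHE staining; 100% = average MFI of all compound-treated wells on the plate with controls excluded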
# PP5 primary: inhibitors of human protein phosphatase 5 (PP5); P53041; purified PP5c, OMFP substrate fluorescence; 320,000 tested, 0.18% active; AID 1987; inhibition, % at 6.7 µM;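 active = inhibition above the campaign's mean inhibition across all tested compounds plus 3 SD, cut at about 9.5% in these data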;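 note: 0% = DMSO only and 100% = 100 µM cantharidin control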
# Target sequence (P53041 whole entry, looked up): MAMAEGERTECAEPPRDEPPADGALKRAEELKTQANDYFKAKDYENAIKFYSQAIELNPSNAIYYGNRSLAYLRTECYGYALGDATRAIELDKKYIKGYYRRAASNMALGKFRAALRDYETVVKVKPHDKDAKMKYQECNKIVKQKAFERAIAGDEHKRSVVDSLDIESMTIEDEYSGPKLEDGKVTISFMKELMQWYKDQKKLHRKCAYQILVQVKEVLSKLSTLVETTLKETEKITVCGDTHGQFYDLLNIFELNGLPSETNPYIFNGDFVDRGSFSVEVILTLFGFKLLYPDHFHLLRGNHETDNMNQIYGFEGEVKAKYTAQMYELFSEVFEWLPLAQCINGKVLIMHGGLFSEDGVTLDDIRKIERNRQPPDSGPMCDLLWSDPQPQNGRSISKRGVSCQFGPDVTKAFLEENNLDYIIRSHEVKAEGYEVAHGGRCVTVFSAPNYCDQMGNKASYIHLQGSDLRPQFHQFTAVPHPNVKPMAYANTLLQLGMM
# TPT1 inhibitor: C. albicans TPT1 enzyme inhibition; recombinant caTPT1, FP RNA substrate dephosphorylation; inhibition, % at 5 µM; 300,000 tested, 0.81% active;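 active = inhibition above the mean of all tested compounds plus 3 SD, set per screening campaign, cut at about 24% in these data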;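 note: plate controls were DMSO alone for no effect and ferristatin control at 100 nM for full effect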
# HCV core dimer: HCV core protein dimerization inhibition; inhibition, % at 5 µM; TR-FRET GST/Flag-core106 dimerization, 1536-well; AID 1899; 300,000 tested, 0.33% active;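 active = inhibition above the mean of all tested compounds plus 3 SD, set per screening campaign, cut at about 45% in these data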
#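 System – GST-tagged and Flag-tagged HCV core protein residues 1-106 · Repeats – one well for each compound · Technique – TR-FRET 671 and 617 nm emission · Doses – one concentration, 5 µM, in 0.5% DMSO · Times – 4 h, 22.5 °C incubation · Also added – Eu donor and XL665 acceptor anti-tag antibodies · Measure – percent inhibition of core106 dimerization signal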
# Starred values were filed as active, the others as inactive; i = inactive; x = no result given; & = joins results of further samples.
SMILES,PP1 inh,JMJD2C inh,ZTA counter,EBNA-1 inhibitor,Fh CTSL1 inh,CR mimetic SO,PP5 primary,TPT1 inhibitor,HCV core dimer
O=C(NNC(=O)C1CCN(S(=O)(=O)c2cccc(Cl)c2)CC1)C1CC1,-1,i,-5,6,0,97,-1.0,-1,6
O=C(CC1Sc2ccccc2NC1=O)c1ccc(Br)cc1 (configuration not stated),0,-2,16,-6,2,104,4.5,0,5
Cc1c(C(=O)N(Cc2nnc(-c3ccccc3Cl)o2)C2CC2)oc2ccccc12,2,2,6,x,x,88,1.3,x,x
CCC1=NN(C(=O)c2ccc(Cl)cc2)C(O)(c2ccccc2)C1 (configuration not stated),-2,-2,-7,-8,3,97,4.4,2,1
COc1ccc(OC)c(/C=N/c2oc(-c3ccco3)c(-c3ccco3)c2C#N)c1,-2,23,-5,-9,2,134,3.3,13,41
COc1ccc(/C=N/NS(=O)(=O)c2ccccc2)cc1OC(=O)c1ccc(C)cc1,1,11,2,0,0,104,4.3,2,26
O=C(Nc1cccc(S(=O)(=O)NC2=NCCCCC2)c1)c1cc(-c2ccncc2)nc2ccccc12,14,-8,-3,-1,-3,112,1.2,7,15
COc1ccccc1NC(=O)CN1CCN(c2ccccc2)CC1,-2,2,6,-6,8,72,-2.3,0,4
N#Cc1ccc(C2=CC(=O)C[C@H](c3ccc(F)cc3)C2)cc1,-4,-3,7,x,x,124,-0.9,x,x
COc1ccc(/C=N/Nc2ncc(C(F)(F)F)cc2Cl)cc1OC,-3,7,11,8,5,113,0.1,2,-2
O=c1c2cc(NC(=S)NCCCN3CCC(Cc4ccccc4)CC3)ccc2nc2n1CCCCC2,-1,-16,17,-8,-1,97,-0.5,0,-2
COc1ccc(OCC(=O)Nc2cc(NC(=O)COc3ccc(OC)cc3)cc(C(=O)O)c2)cc1,3,-5,0,-7,2,92,1.0,0,-6
CCOC(=O)c1ccccc1NC(=O)COC(=O)C1CC(=O)N(CCc2ccccc2)C1 (configuration not stated),0,4,9,5,-21,86,-0.4,-2,1
CCN(CC)S(=O)(=O)c1cccc(NC(=O)COC(=O)/C=C/c2ccco2)c1,0,-4,-4,-2,-9,107,1.9,2,14
COC(=O)c1ccc(Oc2nc(NC(C)C)nc(N(C)C)n2)cc1,-2,-10,0,-1,1,105,3.8,-5,0
Cn1c(=O)c2ccccc2n(CC(=O)Nc2ccc3c(c2)OCCO3)c1=O,-2,-6,10,-1,2,102,-0.5,-2,-2
CCOC(=O)N1CCc2c(sc(NC(=O)CN3CCN(C)CC3)c2C(=O)Nc2ccccc2)C1,-6,2,11,-7,1,107,-2.3,4,3
COc1cc(CNCCc2ccccc2)cc(Cl)c1OCc1ccccc1,8,-17,-6,1,3,94,4.5,0,-4
Cc1nc2ccccc2n1CC(=O)N/N=C\c1ccccn1,1,6,2,3,3,99,2.1,-2,-7
Cc1ccc(NC(=O)c2cc([N+](=O)[O-])ccc2N2CCOCC2)cc1C,0,-4,17,1,3,106,2.7,-3,-3
O=C(NCc1ccccc1)c1csc2c1CCCCC2,0,3,-14,1,2,99,0.8,-4,3
O=C(COC(=O)c1ccc(S(=O)(=O)C(F)F)cc1)NC(=O)NC1CCCCC1,-2,-2,-2,10,-1,100,1.8,-1,-3
CCn1c(CCNC(=O)c2ccc(Cl)cc2)n[nH]c1=S,-4,18,4,3,-1,104,0.9,-1,-3
O=C(NCc1cccs1)c1cccnc1C(=O)O,0,59*,8,7,0,95,-0.1,1,-6
CCOC(=O)c1sc(N2C(=O)C(O)=C(C(=O)c3ccco3)C2c2ccc(C)o2)nc1C (configuration not stated),23*,1,3,16,2,92,3.0,15,-10
O=C(Cc1ccc(S(=O)(=O)N2CCOCC2)s1)Nc1cc(Cl)ccc1Cl,0,-8,-1,x,x,90,3.6,x,x
CN(N)c1nc(C(F)(F)F)nc2ccccc12,-2,-31,-6,-5,-3,96,2.0,-1,-2
Fc1ccccc1N1CCN(C2CCCN(Cc3ccccc3C(F)(F)F)C2)CC1 (configuration not stated),4,-6,-7,0,1,91,4.6,1,0
COc1ccc(Br)cc1C(=O)Nc1ccc(N2CCN(S(C)(=O)=O)CC2)cc1,-3,-21,-7,9,0,117,2.0,5,-1
CCSC1=C(C#N)C(c2ccc(OC)c(OC)c2)CC(=O)N1 (configuration not stated),1,7,4,0,-2,100,0.0,0,1
Cc1ccccc1CN1C[C@@H]2C[C@@H](c3cn[nH]c3-c3ccc(F)cc3)N3CCC[C@@]23C1=O,2,28,-6,-1,-1,101,1.4,-3,9
N#CCc1ccc(C(=O)c2ccccc2F)s1,-2,20,0,11,1,106,-1.0,5,15
CC1CC(C)CN(C(=O)CSc2nc(Cc3cccs3)nc3ccccc23)C1 (configuration not stated),7,-2,-10,-2,3,90,3.3,3,8
CC1CCN(S(=O)(=O)c2ccc(S(=O)(=O)NCC(=O)C(C)(C)C)cc2)CC1,-1,5&0,5,-2,4,112,1.1,-2,6
O=C(CSc1nnc(Cc2ccsc2)o1)c1ccccc1,-1,7,-11,-1,2,91,3.2,-2,-3
N=C(N)c1ccc(/C=C/c2ccc(C(=N)N)cc2O)cc1,0,23,-13,3,-1,97,1.0,-2,-16
CC(C)c1ccc(Nc2nc(NCc3ccco3)nc(N3CCOCC3)n2)cc1,3,-8,-5,-12,1,91,5.8,1,3
Nc1nnnn1/N=C/c1cc(Br)ccc1O,-1,-6,-15,2,-1,98,-0.7,-4,0
Cc1ccc(S(=O)(=O)c2nc(S(C)(=O)=O)sc2N2CCC(C(N)=O)CC2)cc1,1,9,9,-4,-4,104,-0.2,0,1
COc1ccc(CCNC(=O)CSc2ccc3ccccc3c2)cc1OC,2,9,-8,9,4,94,1.3,1,29
O=C(NNc1ccccc1C(F)(F)F)c1sccc1Br,0,-9,-5,-1,1,101,1.9,2,-6
C=Cc1ccc(Cn2nc(-c3ccc(C)cc3)ccc2=O)cc1,6,4,-11,2,5,89,2.2,-5,-1
CCn1c(SCC(=O)N2CCc3ccccc32)nc2c(c1=O)SC(C)C2 (configuration not stated),-3,4,1,-6,2,96,-2.1,0,4
OC(COCC(F)(F)C(F)(F)C(F)(F)C(F)F)Cn1c2ccccc2c2ccccc21 (configuration not stated),-7,-2,-8,2,3,139,7.5,1,0
O=C(CSc1nnc(-c2ccncc2)n1-c1ccc(F)cc1)NNC(=O)c1cccc(O)c1,2,10,-9,-6,-12,99,1.0,1,-4
CC1CC(C)(C)CC2(C1)NC(=O)N(CC(=O)NCC(c1ccco1)N1CCCCC1)C2=O (configuration not stated),0,-10&-1,-10,3,1,97,-0.4,2,-6
O=C(COC(=O)c1ccc(F)cc1F)Nc1cccnc1Cl,0,1,-7,x,x,114,-1.1,x,x
O=C(/C=C/c1ccc2c(c1)OCCO2)c1ccc(O)cc1,-1,-5,9,-8,-4,96,1.4,-2,1
COc1ccc(NS(=O)(=O)c2cc(NC(=O)c3ccc(F)cc3)ccc2OC)cc1,-2,-11,-3,-3,-2,109,1.8,-1,1
O=C(CSc1nc2ccccc2s1)N1CCN(C(=O)c2ccco2)CC1,1,23,9,-8,-1,99,2.6,-1,4
COc1ccc(CCNC(=O)c2nnn(CC(=O)Nc3cccc(F)c3)c2N)cc1OC,-1,32,-21,-19,-1,78,1.2,-2,-3
CCOC(=O)CC1COCCN1C(=O)c1cc(COc2ccc(F)c(F)c2)on1 (configuration not stated),0,-14,-20,5,1,99,1.3,-4,-13
CCN(CC)S(=O)(=O)c1cc(C(=O)OCC(=O)Nc2cccc(C)c2C)ccc1F,4,-4,12,-2,0,127,3.8,-6,1
O=c1c2ccccc2nc2n1C(CSCc1ccccc1)CS2 (configuration not stated),0,1,-27,-1,0,101,3.0,0,4
O=C(Nc1cccc(F)c1)NC1(C(=O)NCC2CCCO2)CCCCC1 (configuration not stated),3,-7,-7,-8,-2,97,3.4,-6,-17
CCC(=O)Nc1c(C(=O)Nc2cccc(OC)c2)oc2ccccc12,-5,1,-19,7,2,93,8.0,-5,-1
Cc1ccc(S(=O)(=O)CNC(=S)c2cccc(Cl)c2)cc1,1,-12,7,5,11,96,0.3,-5,-9
COc1ccc(NC(=O)c2cccnc2Nc2ccc(OC)cc2)cc1,3,-2,10,2,3,91,6.0,-1,-1
NC(=O)c1cc(NC(=O)c2cc(Br)c(Br)s2)cc(C(N)=O)c1,2,10,-8,-18,5,133,-0.1,0,6
Cn1c(=O)cc(OCCCC(=O)N2CCN(Cc3ccc4c(c3)OCO4)CC2)c2ccccc21,-1,-5,-8,-6,0,94,0.4,-1,1

# An excerpt from above, reduced to TPT1 inhibitor, CR mimetic SO and EBNA-1 inhibitor.
molecule | TPT1 inhibitor | CR mimetic SO | EBNA-1 inhibitor
O=C(/C=C/c1ccc2c(c1)OCCO2)c1ccc(O)cc1 | -2 | 96 | -8
Cc1c(C(=O)N(Cc2nnc(-c3ccccc3Cl)o2)C2CC2)oc2ccccc12 | x | 88 | x
CCn1c(SCC(=O)N2CCc3ccccc32)nc2c(c1=O)SC(C)C2 (configuration not stated) | 0 | 96 | -6

# Other entries follow:
SMILES,PP1 inh,JMJD2C inh,ZTA counter,EBNA-1 inhibitor,Fh CTSL1 inh,CR mimetic SO,PP5 primary,TPT1 inhibitor,HCV core dimer
COc1ccc(S(=O)(=O)CCC(=O)Nc2ccc(OC)cc2OC)cc1,-4,4,24,5,0,114,-1.2,1,2
CC(OC(=O)c1cccnc1Cl)C(=O)NCc1ccccc1 (configuration not stated),-4,x,10,x,x,96,-2.4,x,x
NC(=O)Cc1nc(-c2ccccc2)cs1,3,-2,-1,7,0,86,2.9,2,-1
CC(N=C1NS(=O)(=O)c2ccccc21)C(=O)NCc1ccc2c(c1)OCO2 (configuration not stated),0,-9,-12,7,-2,104,2.2,-4,-3
CC1CCCN(C(=O)CN2C(=O)C(C)Oc3ccccc32)C1 (configuration not stated),-1,0,12,17,4,112,-0.6,-2,12
O=C(Cn1c(=O)oc2cc(S(=O)(=O)NCc3ccccc3)ccc21)NCc1ccco1,-3,8,-4,7,2,86,-0.6,-3,8
Cc1cc(C#N)c(C)n1-c1cc(S(=O)(=O)N2CCOCC2)ccc1N1CCCC1,11,-7,10,4,1,94,0.3,-4,36
COc1ccc(OC)c(-c2cc(C(=O)NCc3ccco3)no2)c1,1,6,-1,4,8,102,2.6,2,1
CC(C)C1Nc2ccc(C(=O)NCCCN3CCOCC3)cc2NC1=O (configuration not stated),1,2,10,-7,1,94,2.0,-1,1
OCCNc1nc(-c2cccnc2)nc2ccccc12,-3,7,16,10,1,98,-1.4,-2,-3
CCOc1c(Nc2ccccc2O)c(=O)c1=O,0,0,1,-5,-1,102,2.6,-1,-6
CCOCCCNC(=O)c1cc2cc3cc(OC)ccc3nc2o1,-6,2,-14,-17,12,104,0.2,-8,-6
Cc1ccc2c(c1)C=CC(C)(C)S2=O (configuration not stated),-6,-4,1,-12,-3,64*,-5.0,-1,-6
CSc1ccccc1OCc1cc(C(=O)NC2CCOC(C)(C)C2)no1 (configuration not stated),0,4,8,4,-2,101,0.0,-1,-3

# No enrichment for hits; any-hit rate near 3.1%.
